Jurkat viability: cytotoxicity toward Jurkat T cells, primary screen, cytotoxicity control, cell-based, Jurkat E6.1, 60K MLSMR library | AID 463, 2006 | hit rate 1.2% among 56,000 | inhibition, % at 4 µM | Jurkat E6.1 viability, ATP luminescence, 48 h;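 active = inhibition above the mean inhibition of all tested compounds plus 3 SD, cut at about 28% in these data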
MMP-13 inhibitor: human MMP13 inhibitors, primary screen, biochemical, FRET peptide cleavage; MMP-13 fTHP FRET cleavage, Mca fluorescence; inhibition, % at 4 µM; hit rate 0.07% among 65,000; AID 570, 2006;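 active = inhibition above the mean of compound-free control plate wells plus 3 SD, cut at about 14% in these data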;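 also: 0% = DMSO wells and 100% = wells with reference MMP-13 inhibitor after basal subtraction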
TNAP act mid DEA: human TNAP enzyme activators, primary screen, biochemical, luminescent, intermediate phosphate acceptor level. activation factor at 20 µM. purified TNAP, CDP-star luminescence, 100 mM DEA, 30 min; hits give high values; scale: 0 levamisole-inhibited, 1 vehicle-only enzyme. Alkaline phosphatase, tissue-nonspecific isozyme (Homo sapiens), P05186. 64,000 tested, under 10 active. AID 813, 2007;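 active = activation factor of at least 2 at 20 µM, relative to controls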
PKA inh: inhibitors of human PKA kinase activity, primary screen, biochemical, ATP-depletion luminescence, Kemptide substrate; inhibition, % at 6 µM; AID 524, 2006; hit rate 0.1% among 65,000; PKA Kemptide phosphorylation, Kinase-Glo ATP luminescence; cAMP-dependent protein kinase catalytic subunit alpha (Homo sapiens), P17612;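 active = inhibition above the screen-wide mean inhibition plus 3 SD, cut at about 21% in these data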; also: many of its hits are not listed in these tables
ROCK2 blocker: inhibitors of human ROCK2 kinase, primary screen, biochemical, high-throughput, luminescence; Rho-associated protein kinase 2 (Homo sapiens), O75116; purified ROCK2, Kinase-Glo ATP depletion luminescence; inhibition, % at 6 µM; hit rate 0.35% among 60,000; AID 604, 2007;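 active = inhibition above the screen-wide mean inhibition plus 3 SD, cut at about 18% in these data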;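 also: plate controls were DMSO wells for no effect and Y-27632 control wells after no-enzyme background subtraction for full effect; many of its hits are not listed in these tables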
Cdc25B inh: inhibitors of Cdc25B phosphatase catalytic domain, primary screen, biochemical, OMFP fluorescence. AID 368, 2006. hit rate 0.1% among 65,000. M-phase inducer phosphatase 2 (Homo sapiens), P30305. inhibition, %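 (compounds tested at 10 µM final in the well)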. recombinant Cdc25B, OMFP fluorescence Ex485/Em525; in the data active = inhibition above about 50%
Target sequence (P30305 whole entry, looked up, the tested form may be a part): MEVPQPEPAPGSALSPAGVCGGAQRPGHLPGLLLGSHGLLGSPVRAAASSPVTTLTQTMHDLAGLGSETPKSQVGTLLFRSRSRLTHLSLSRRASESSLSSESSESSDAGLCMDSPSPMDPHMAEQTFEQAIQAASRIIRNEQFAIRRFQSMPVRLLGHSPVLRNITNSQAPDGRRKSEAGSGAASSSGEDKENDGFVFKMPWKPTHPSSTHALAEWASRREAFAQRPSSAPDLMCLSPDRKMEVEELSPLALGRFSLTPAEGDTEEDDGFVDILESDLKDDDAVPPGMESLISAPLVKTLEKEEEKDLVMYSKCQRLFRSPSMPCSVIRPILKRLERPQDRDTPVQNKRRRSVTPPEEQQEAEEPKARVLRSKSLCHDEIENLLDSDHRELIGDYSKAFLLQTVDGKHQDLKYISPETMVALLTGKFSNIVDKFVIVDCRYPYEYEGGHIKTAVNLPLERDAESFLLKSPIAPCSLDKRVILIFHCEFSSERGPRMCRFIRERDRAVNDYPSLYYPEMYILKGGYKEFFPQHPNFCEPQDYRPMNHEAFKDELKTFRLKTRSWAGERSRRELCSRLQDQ
HEK293 NFkB inh: inhibitors of PMA/ionomycin-induced NF-kB reporter, primary screen, antigen receptor NF-kB inhibitor project, cell-based, HEK-293 luciferase reporter, luminescence; HEK-293 NF-kB luciferase reporter; inhibition, % at 3 µM; hit rate 0.21% among 62,000;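 active = inhibition above the mean of all tested compounds plus 3 SD, cut at about 40% in these data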;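 also: 0% = stimulated DMSO wells and 100% = 10 µM reference inhibitor 5653914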
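Material: HEK-293 cells with stable firefly luciferase reporter driven by four HIV NF-kB elements / Also added: PMA plus ionomycin mix as NF-kB-activating stimulus / Compound dosing: 3 µM once, 0.30% DMSO / Times: 1 h pretreatment, 16 h stimulation, 37 °C / Signal: luminescence / Evaluation: per-plate % inhibition versus controls / Benchmarks: DMSO and 10 µM reference inhibitor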
DUSP1 inh: MKP-1 phosphatase inhibitors, primary screen, biochemical, in vitro. recombinant MKP-1, OMFP hydrolysis fluorescence. hit rate 0.15% among 65,000. AID 374, 2006. Dual specificity protein phosphatase 1 (Homo sapiens), P28562. inhibition, %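 (compounds tested at a single concentration somewhere between 10 and 100 µM)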;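 active = inhibition above about 50%, limit read from the data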;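 also: 0% = DMSO max control wells and 100% = wells with enzyme stopped by NaOH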
Target sequence (P28562 whole entry, looked up): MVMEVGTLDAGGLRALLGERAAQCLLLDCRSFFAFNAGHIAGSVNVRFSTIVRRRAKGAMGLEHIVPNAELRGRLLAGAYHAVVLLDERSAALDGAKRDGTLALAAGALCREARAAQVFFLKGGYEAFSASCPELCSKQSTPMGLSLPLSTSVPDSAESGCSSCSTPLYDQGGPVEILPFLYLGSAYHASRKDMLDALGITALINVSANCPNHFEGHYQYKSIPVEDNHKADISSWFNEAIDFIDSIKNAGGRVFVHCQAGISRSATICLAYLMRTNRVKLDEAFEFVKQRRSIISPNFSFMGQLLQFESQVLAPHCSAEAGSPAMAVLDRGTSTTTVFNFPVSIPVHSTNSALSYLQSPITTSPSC
JNK3 inh: JNK3 kinase activity inhibitors, primary screen, biochemical, human, purified enzyme; hit rate 0.61% among 60,000; HTS; inhibition, % at 8 µM; Mitogen-activated protein kinase 10 (Homo sapiens), P53779; AID 746, 2007; in the data active = inhibition above about 17%;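 also: 0% = DMSO and 100% = reference inhibitor; many of its hits are not listed in these tables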
Numbers without * were called inactive; nt = no result given.

nr	Compound	PKA inh	ROCK2 blocker	Jurkat viability	MMP-13 inhibitor	Cdc25B inh
1	CC(C)NC(=O)c1nc2ccccc2s1	2	-3	6	8	-4
2	O=C1c2ccccc2C(Nc2ccc3c(c2)OCCO3)N1c1ccccn1 (configuration not stated)	8	4	-3	4	0
3	N#Cc1cccc(-c2nnc(SCc3ccccc3C#N)o2)c1	10	6	4	2	-10
4	COc1ccc2sc(N3C(=O)C4CC=C(C)CC4C3=O)nc2c1 (configuration not stated)	-7	0	7	0	2
5	CCc1c(C(=O)NC2CCCC2)csc1C	-2	-4	5	4	1
6	Cc1cccc(C)c1OCC(O)CNS(=O)(=O)c1ccccc1C(=O)N1CCOCC1 (configuration not stated)	3	1	nt	-1	-2
7	CC(OC(=O)c1cccs1)C(=O)NCc1ccco1 (configuration not stated)	11	3	-3	-2	1
8	COC(=O)CN1C2(C#N)CCCCC2CC2CCCCC21C#N (configuration not stated)	-1	-13	nt	2	-25
9	Cc1ccc(N2CCN(c3ccc(C)cc3)C2c2ccccn2)cc1	11	5	2	-8	-11
10	COc1ccc(C(CC(=O)O)NC(C)=O)cc1OC (configuration not stated)	9	8	-2	-3	-18

nr	JNK3 inh	HEK293 NFkB inh	DUSP1 inh	TNAP act mid DEA
1	-12	0	-14	1
2	-4	6	1	0.9
3	5	-2	-22	0.9
4	-5	-3	-7	0.9
5	0	9	21	0.9
6	1	nt	-20	0.9
7	7	11	21	0.9
8	8	nt	-3	1
9	1	-5	2	0.9
10	1	14	-12	0.9

Just Cdc25B inh (3 entries from above):
cpd | compound | Cdc25B inh
3 | N#Cc1cccc(-c2nnc(SCc3ccccc3C#N)o2)c1 | -10
2 | O=C1c2ccccc2C(Nc2ccc3c(c2)OCCO3)N1c1ccccn1 (configuration not stated) | 0
6 | Cc1cccc(C)c1OCC(O)CNS(=O)(=O)c1ccccc1C(=O)N1CCOCC1 (configuration not stated) | -2

Carrying on:
nr	Compound	PKA inh	ROCK2 blocker	Jurkat viability	MMP-13 inhibitor	Cdc25B inh
11	c1cc(C2OCCN2CC2COC3(CCCC3)O2)ccn1 (configuration not stated)	-5	-1	-15	1	7
12	COC(=O)CC1=C(C(=O)OC)C(c2ccncc2)C(C#N)=C(N)O1 (configuration not stated)	1	-1	nt	1	7
13	Cc1nnc(NC(=O)CSc2cn(Cc3ccccc3)c3ccccc23)s1	0	-5	-1	-4	-13
14	CCOC(=O)c1[nH]c(C)c(C(=O)NC(C)(C)C)c1C	0	-2	6	7	10
15	CCOc1ccc2[nH]c(=O)c(CN(CCO)C(c3nnnn3C3CCCCC3)C(C)C)cc2c1 (configuration not stated)	4	3	1	-9	-11
16	O=C(c1c[nH]c2ccccc12)C(O)C(c1ccccc1)N1CCOCC1 (configuration not stated)	-2	-4	5	0	-4
17	Cc1nc2c(C)cccn2c1/C(O)=C1\C(=O)C(=O)N(CCN2CCOCC2)C1c1ccncc1 (configuration not stated)	2	3	3	-3	4
18	CCOC(=O)N1CCc2c(sc(NC(=O)c3ccc(S(=O)(=O)N4CCCC4)cc3)c2C#N)C1	-3	-1	6	4	1
19	CC(NC(=O)c1cccnc1)C(c1cccs1)N1CCN(C)CC1 (configuration not stated)	6	1	-7	3	-2
20	Cc1cc(C)c2cc(C#N)c(SCC(=O)NCC3CCCO3)nc2c1 (configuration not stated)	-7	-7	6	-3	-4

nr	JNK3 inh	HEK293 NFkB inh	DUSP1 inh	TNAP act mid DEA
11	-7	17	6	1
12	-9	nt	-20	0.9
13	3	20	1	1
14	-5	7	7	1
15	-9	11	24	0.9
16	0	11	10	1
17	-3	12	-9	0.9
18	-1	14	43	0.9
19	6	0	6	0.9
20	-12	30	23	0.9

Of the compounds above, three contain an NH in an aromatic ring:
nr	Compound	PKA inh	ROCK2 blocker	Jurkat viability	MMP-13 inhibitor	Cdc25B inh
14	CCOC(=O)c1[nH]c(C)c(C(=O)NC(C)(C)C)c1C	0	-2	6	7	10
15	CCOc1ccc2[nH]c(=O)c(CN(CCO)C(c3nnnn3C3CCCCC3)C(C)C)cc2c1 (configuration not stated)	4	3	1	-9	-11
16	O=C(c1c[nH]c2ccccc12)C(O)C(c1ccccc1)N1CCOCC1 (configuration not stated)	-2	-4	5	0	-4

nr	JNK3 inh	HEK293 NFkB inh	DUSP1 inh	TNAP act mid DEA
14	-5	7	7	1
15	-9	11	24	0.9
16	0	11	10	1

(next part)
nr	Compound	PKA inh	ROCK2 blocker	Jurkat viability	MMP-13 inhibitor	Cdc25B inh
21	Cc1occc1C(=O)NCc1ccccc1F	4	4	-2	0	-16
22	O=C(CC1CCCCC1)NCc1ccccn1	0	0	5	5	-7
23	COCCOC(=O)c1[nH]c2c(c1C)C(=O)CC(c1cc(OC)ccc1OC)C2 (configuration not stated)	-1	3	65*	2	-10
24	CN1CCN(C(=O)c2ccc(S(=O)(=O)c3ccc(Br)cc3)cc2)CC1	4	5	0	1	-2
25	Cc1cc(C)c2c(=O)c3c(oc2c1)C(=O)N(CCO)C3c1cccc(O)c1 (configuration not stated)	3	2	9	1	7
26	Cc1ccc(-c2nc(CS(=O)(=O)CC(=O)N3CC(C)CC(C)C3)c(C)o2)cc1 (configuration not stated)	4	4	-5	-1	-2
27	CC(=O)N1CCCc2cc(S(=O)(=O)N3CCc4ccccc4C3)ccc21	7	6	2	4	-13
28	COc1ccc(NS(=O)(=O)c2ccc(Oc3ncccn3)cc2)cc1	-1	-7	10	-8	-10
29	CS(=O)(=O)N1CCN(c2ccccc2F)CC1	9	7	-5	-4	-3
30	Cn1c(C(=O)NCCN2CCOCC2)cc2sccc21	0	0	2	1	-13

nr	JNK3 inh	HEK293 NFkB inh	DUSP1 inh	TNAP act mid DEA
21	6	16	28	0.9
22	-7	9	-3	0.9
23	1	18	12	0.9
24	-6	-1	-17	0.9
25	-4	15	-15	0.9
26	0	13	5	1
27	-1	6	12	0.9
28	-6	10	0	0.9
29	-3	-1	-3	0.9
30	-8	12	3	0.9

Continued.
nr	Compound	PKA inh	ROCK2 blocker	Jurkat viability	MMP-13 inhibitor	Cdc25B inh
31	C=CCc1ccccc1OCC(O)CN1CCN(c2ccc(C)cc2)CC1 (configuration not stated)	14	0	-4	4	-12
32	O=C(COC(=O)C1COc2ccccc2O1)NC(=O)NC1CCCC1 (configuration not stated)	2	-2	-2	-6	12
33	CS(=O)(=O)N1CCCC(C(=O)NCCN2CCC(Cc3ccccc3)CC2)C1 (configuration not stated)	15	6	-5	5	-12
34	COc1ccccc1CNC(=O)CN(c1ccc(C)cc1)S(=O)(=O)c1c(C)n[nH]c1C	4	2	-2	3	2
35	Cc1ccc(NC(=O)CC2C(=O)NC3CCCCC3N2C(=O)c2ccc(F)cc2)cc1C (configuration not stated)	1	3	-4	4	4
36	O=C(Cn1cnc2c(cnn2-c2ccc(Cl)cc2)c1=O)NC1CCCCC1	1	-9	5	-3	-18
37	CCOC(=O)c1c(C)oc2ccc(OC(=O)N3CCOCC3)cc12	5	nt	nt	-1	-15
38	COc1ccc2c(c1OC)C(=O)N(c1ccc3c(c1)CCC3)C2=O	12	10	2	0	-10
39	COc1ccc(NC(=O)N2CCCC(c3nc(-c4ccc(C(C)C)cc4)no3)C2)cc1 (configuration not stated)	3	4	13	3	-13
40	COc1ccc(NC(=O)CSc2nc(O)c(Cc3ccccc3)c(=O)[nH]2)cc1	-5	-3	8	4	4

nr	JNK3 inh	HEK293 NFkB inh	DUSP1 inh	TNAP act mid DEA
31	-2	8	1	1
32	6	13	16	1
33	3	-6	-10	1
34	3	16	11	1
35	1	19	12	1
36	-3	6	-9	1
37	nt	11	9	1
38	7	6	-1	1
39	-3	17	16	1
40	-5	15	20	0.9

(next part)
nr	Compound	PKA inh	ROCK2 blocker	Jurkat viability	MMP-13 inhibitor	Cdc25B inh
41	OC(COC1CCCCC1)CN1CCN(c2ccccc2)CC1 (configuration not stated)	4	1	3	1	-16
42	CC(C)Nc1nc(NC(C)C)nc(N(C)C(N)=O)n1	9	4	-4	-2	13
43	O=C(c1ccc(F)cc1)c1cn[nH]c1-c1ccccc1O	4	nt	nt	-4	-11
44	COc1ccc(C2OC(=O)CC2C(=O)NC(C)C)cc1 (configuration not stated)	3	nt	nt	4	0
45	Cc1ccc(S(=O)(=O)n2nc(OC(=O)c3c(-c4ccccc4Cl)noc3C)cc2N)cc1	-6	-3	1	0	4
46	COC(=O)Cc1[nH]nc2c1C1(C(=O)N(Cc3ccc(Cl)cc3)c3ccccc31)C(C#N)=C(N)O2 (configuration not stated)	8	4	-2	0	2
47	CCOc1ccc(N2C(=O)CC(NCCc3ccncc3)C2=O)cc1 (configuration not stated)	2	4	5	0	4
48	Cc1ccc(CC(NC(=O)c2ccccc2)C(=O)N2CCCC2C(=O)O)cc1 (configuration not stated)	6	6	-7	0	0
49	CC(C)(Oc1ccc(Cl)cc1)C(=O)N1CCN(c2ccccn2)CC1	2	8	3	-4	-17
50	COc1ccc(NC(=O)CS(=O)CC(=O)Nc2cc(Cl)ccc2OC)cc1 (configuration not stated)	-1	0	-4	0	-4

nr	JNK3 inh	HEK293 NFkB inh	DUSP1 inh	TNAP act mid DEA
41	1	-16	1	1
42	6	6	7	0.9
43	nt	20	10	0.7
44	nt	2	6	0.9
45	0	6	28	0.9
46	2	-10	23	0.9
47	1	5	-12	1
48	7	28	-6	0.9
49	-4	19	1	0.9
50	8	16	-4	1

Next section.
nr	Compound	PKA inh	ROCK2 blocker	Jurkat viability	MMP-13 inhibitor	Cdc25B inh
51	c1ccc(CSCc2cn3ccsc3n2)cc1	13	6	2	-10	-8
52	O=C(c1ccc(-c2ccccc2)cc1)N1CCN(C(=O)c2ccco2)CC1	-2	2	2	-4	6
53	O=C(NCc1ccc2c(c1)OCO2)c1cccc2c1C(=O)N(C1CCCCC1)C2	1	4	3	-29	-22
54	CCCc1n[nH]c2c1C(=O)CC(C)(C)C2	8	9	-3	3	-11
55	O=C(CSc1nnc(Cc2cccs2)n1-c1ccccc1)NCc1ccc2c(c1)OCO2	3	3	-6	0	-10
56	N#Cc1ccc(OCc2nnc(SCC(=O)N3CCCc4ccccc43)n2-c2ccccc2)cc1	11	-1	2	2	-17

nr	JNK3 inh	HEK293 NFkB inh	DUSP1 inh	TNAP act mid DEA
51	3	-21	-4	0.8
52	-2	14	-1	0.9
53	6	5	6	0.9
54	1	14	11	0.6
55	4	-1	0	1
56	1	9	12	0.9
